Screening results from PubChem.
mcGAS lum: cyclic GMP-AMP synthase inhibitors, mouse, primary biochemical chemiluminescence; Q8C6L5; recombinant cGAS, Kinase-Glo ATP depletion luminescence; inhibition, % at 12.5 µM; actives 0.15% (n = 160,000); AID 1259399, 2018;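 note: 0% = negative control wells and 100% = reference inhibitor with no enzyme activity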
hcGAS lum: Primary biochemical luminescence assay for human cyclic GMP-AMP synthase inhibitors | Q8N884 | recombinant h-cGAS, ATP depletion, Kinase-Glo luminescence | inhibition, % at 12.5 µM | actives 0.081% (n = 290,000) | AID 1259398, 2018;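 note: 0% = vehicle reaction and 100% = reaction without DNA for no activity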
Target sequence (Q8N884 whole entry, looked up): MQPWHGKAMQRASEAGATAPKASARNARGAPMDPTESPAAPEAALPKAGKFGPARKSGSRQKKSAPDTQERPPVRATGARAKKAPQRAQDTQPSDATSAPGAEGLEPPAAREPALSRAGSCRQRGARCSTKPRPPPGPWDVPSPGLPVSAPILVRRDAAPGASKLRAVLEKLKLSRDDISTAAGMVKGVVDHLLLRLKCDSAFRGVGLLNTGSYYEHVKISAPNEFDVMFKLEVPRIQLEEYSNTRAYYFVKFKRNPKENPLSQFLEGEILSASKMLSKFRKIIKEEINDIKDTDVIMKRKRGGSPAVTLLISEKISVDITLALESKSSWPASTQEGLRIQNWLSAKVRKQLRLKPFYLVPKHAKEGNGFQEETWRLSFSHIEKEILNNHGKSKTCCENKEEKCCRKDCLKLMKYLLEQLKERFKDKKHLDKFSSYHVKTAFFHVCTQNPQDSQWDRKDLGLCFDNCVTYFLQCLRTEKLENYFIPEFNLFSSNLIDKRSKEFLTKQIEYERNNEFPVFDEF
NPYLR7 agonist: agonists of mosquito NPYLR7 receptor, primary screen, cell-based, Aedes aegypti, calcium fluorescence, mosquito biting behavior | Aedes aegypti neuropeptide Y-like receptor 7 (NPYLR7) | HEK293T NPYLR7/Galpha15, GCaMP6s calcium fluorescence | activation, % at 10 µM | actives 0.15% (n = 270,000) | AID 1259423, 2018; in the data active = activation above about 40%;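 note: 0% = vehicle and 100% = reference agonist at the receptor; some compounds past the cut are filed as inactive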
Starred values were filed as active, the others as inactive; . = no result given. Cut-off read from the data, not from the text of the source, unless noted: active = inhibition above about 40%; inactive = the rest.

Preview, 2 compounds:
smiles | mcGAS lum | hcGAS lum | NPYLR7 agonist
CN1C(=O)C2(CCCN(CCCc3cccnc3)C2)c2ccccc21 (stereo not given) | -12 | 4 | 3
Cc1cccc(C2=NN(C(=O)CN3CCCC3)C(c3ccccc3Cl)C2)c1 (stereo not given) | -3 | -2 | 0

The whole of this part, from the first entry:
smiles | mcGAS lum | hcGAS lum | NPYLR7 agonist
CN1C(=O)C2(CCCN(CCCc3cccnc3)C2)c2ccccc21 (stereo not given) | -12 | 4 | 3
Cc1cccc(C2=NN(C(=O)CN3CCCC3)C(c3ccccc3Cl)C2)c1 (stereo not given) | -3 | -2 | 0
Cc1ccc2nc(COC(=O)c3cc4c(s3)CCC4)cc(=O)n2c1 | -6 | -7 | 1
Cc1nc(CCCC(=O)N2CCN(C(=O)C3CCCC3)CC2)cs1 | -13 | -10 | -3
CC(C)(CCl)C(=O)N1CCSC1c1ccc(C(F)(F)F)cc1 (stereo not given) | 0 | 4 | -7
Cc1cc(OC(=O)c2cc(C(F)(F)F)cc(C(F)(F)F)c2)c([N+](=O)[O-])c(=O)[nH]1 | -1 | 2 | -3
O=C(O)c1coc(CN(CCN2CCOCC2)Cc2ccc(Cl)c(Cl)c2)n1 | -6 | -5 | 15
COC(=O)c1ccc(-c2noc(CN3CCCCC3c3cccc(F)c3)n2)cc1 (stereo not given) | -2 | 2 | 0
COCC(C)Nc1nc(C)c(C(C)=O)s1 (stereo not given) | -17 | -8 | 0
c1ccc(C2NC3c4ccccc4OCC3C2c2ccccc2)cc1 (stereo not given) | . | 2 | 11
COc1ccc(C(C)C)cc1-c1cnn2c(NCCc3cccnc3)ccnc12 | -4 | -5 | -4
COc1ccc2nc(-n3nc(C)cc3NC(=O)Cc3cccs3)sc2c1 | -13 | -9 | -6
Cc1cccc(-n2cc(CNC(=O)C3CC(=O)N(CC(C)C)C3)cn2)c1 (stereo not given) | . | -9 | -3
Cc1cc(=O)[nH]c(-n2nc(C)cc2NC(=O)c2cc(C(F)(F)F)cc(C(F)(F)F)c2)n1 | -5 | 0 | 7
CCCn1c2c(c(=O)n(C)c1=O)C(=O)C(=Cc1coc3ccc(F)cc3c1=O)N2 | -8 | -9 | -3

Part of the list above, as labelled records.
COC(=O)c1ccc(-c2noc(CN3CCCCC3c3cccc(F)c3)n2)cc1 (stereo not given)
  mcGAS lum: -2 | hcGAS lum: 2 | NPYLR7 agonist: 0
COCC(C)Nc1nc(C)c(C(C)=O)s1 (stereo not given)
  mcGAS lum: -17 | hcGAS lum: -8 | NPYLR7 agonist: 0
c1ccc(C2NC3c4ccccc4OCC3C2c2ccccc2)cc1 (stereo not given)
  mcGAS lum: . | hcGAS lum: 2 | NPYLR7 agonist: 11
COc1ccc(C(C)C)cc1-c1cnn2c(NCCc3cccnc3)ccnc12
  mcGAS lum: -4 | hcGAS lum: -5 | NPYLR7 agonist: -4

(next part)
smiles | mcGAS lum | hcGAS lum | NPYLR7 agonist
COCCN(CC(=O)N(Cc1ccc(F)cc1)Cc1ccc(C)o1)C(=O)Nc1ccccc1C(F)(F)F | -5 | -4 | -8
COCCn1cncc1Cn1cnc(-c2ccccc2)c1-c1ccsc1 | -13 | -6 | -9
CCCN(Cc1c(CC)nn(-c2ccc(F)cc2)c1N1CCN(C(C)C)CC1)C(=O)COc1ccccc1 | -3 | 2 | 5
COc1ccc(N2CCN(C(=O)c3cccc(CSc4nc(Cl)cc(N5CCC(C(C)=O)(c6ccccc6)CC5)n4)c3)CC2)cc1 | -5 | -9 | .
Cc1ccc(S(=O)(=O)NC(=O)c2cnc(C)s2)cc1 | . | -3 | -8
CCOC(=O)CC(=O)N1CCC(=O)N(C)C[C@H]2COc3ccccc3[C@H]21 | -9 | -3 | -2
CC(=O)Oc1ccc(C)cc1-n1nc2ccccc2n1 | . | -8 | -1
CCN(Cc1ccccc1)C(=O)CSC1=NS(=O)(=O)c2ccc(C)cc2N1 | -9 | -3 | -4
CC/C=C/C(=O)N1CCN(C(C#N)C(C)C)CC1 (stereo not given) | . | -16 | 5
COc1cccc(C(=O)Oc2cccc(/C=C3/C(=N)N4C=CSC4=NC3=O)c2)c1 | . | -3 | -1
COc1ccc2[nH]c3c(c2c1)CCN(C(=O)c1ccc(OC)c(C(F)(F)F)c1)C3COCc1ccccc1 (stereo not given) | -9 | -18 | 7
CS(=O)(=O)Oc1ccc(CN(Cc2ccco2)C(=O)c2ccccc2F)cc1 | -5 | -11 | 0
CCCCCCCCn1c(SCC(C)=O)nc2c1c(=O)[nH]c(=O)n2C | . | 4 | -6
COc1ccc(N2CCN(c3cc(C(=O)N(C)Cc4cc(OC)c(OC)c(OC)c4)c4ccccc4n3)CC2)cc1 | -7 | -4 | .
Cc1ccc(CN(C(=O)CCCN2CCCC2=O)C2CCCC2)s1 | . | -4 | -3
O=C(Nc1ccc(-c2ccco2)cc1)C1CCCN(C(=O)c2ccccc2-n2cccn2)C1 (stereo not given) | -14 | -1 | 21
CCOC(=O)C1(CCCc2ccccc2)CCN(C(=O)c2ccc[n+]([O-])c2)CC1 | -10 | -6 | 3
CC1(C(=O)NC2CCN(Cc3ccccc3)CC2)CCN1Cc1ccccc1Cl (stereo not given) | . | -12 | 4
N#Cc1ccc(Cl)cc1NS(=O)(=O)c1cccc(C(=O)O)c1 | -7 | 3 | 1
Cc1nn(-c2ccc(N3CCN(C(=O)C4CCCCC4)CC3)nn2)c(C)c1C | -10 | -5 | -7
CCc1ccc(N2C(=O)c3sc4nnc(C)c(=O)n4c3C2=O)cc1 | -6 | -1 | 10
CC(=O)N1CCN(C(=O)c2ccc(Nc3c(Oc4ccc5c(c4)CCC5)cnn(-c4ccc(Cl)c(Cl)c4)c3=O)cc2)CC1 | -7 | -8 | 12
CC[N+]1(CC(O)COC2CC(C)CC(C)(C)C2)CCOCC1 (stereo not given) | . | -12 | -1
Cc1ccc(NC(=O)NC2CCN(c3ccccc3C(=O)NC(C)c3ccccc3)CC2)cc1 (stereo not given) | -3 | -1 | 7
O=C(NC(C(=O)NC1CC1)C1CCN(C(=O)c2ccc(Cl)cc2)CC1)c1cccs1 (stereo not given) | -5 | -4 | -7
COc1ccc(C(=O)N2C(C(=O)NCc3cccnc3)COC23CCN(C(=O)Cc2ccccc2)CC3)cc1 (stereo not given) | 2 | 4 | 11
CCn1c(=S)[nH]c2c(c1=O)C1(CCCC1)Cc1ccccc1-2 | -6 | -13 | -3
O=C(c1cccs1)N1N=C(c2ccc(Cl)cc2)CC1c1ccc2nccnc2c1 (stereo not given) | -10 | -7 | 3
Cc1ccc(F)c(NC(=O)CN(C)CCC(O)c2ccccc2)c1 (stereo not given) | . | -5 | 0
CC(C)CCn1c(=N)c(C#N)cc2c(=O)n3ccccc3nc21 | . | -5 | 9
COc1ccccc1CN1CCCC(CN(CCN(C)C)C(=O)c2ccccn2)C1 (stereo not given) | . | -10 | -1
COC(=O)CSc1nc(-c2ccc(Br)cc2)cc(-c2cccs2)c1C#N | . | -5 | 8
CCCS(=O)(=O)N1CCC(=NOCC(=O)Nc2cccc(Cl)c2)CC1 | -7 | -5 | 13
N#Cc1c(-c2ccccc2)cc(-c2ccccc2)nc1N | -2 | 0 | 5
CC(C)CC(=O)N1CCN(C(=O)c2cn(C(C)C)cc3c(=O)n(-c4ccccc4)nc2-3)CC1 | -8 | -6 | 3
Cc1cc(C)c(NC(=O)CC(NCCCOC(C)C)C(=O)O)c(C)c1 (stereo not given) | -7 | -4 | 5
COc1cccc(-n2cc(CN(C)C(=O)Nc3nc(C)ns3)cn2)c1 | . | 2 | -1
COc1cccc(OCc2cc(C(=O)NC[C@H]3CCCN3)n[nH]2)c1 | -16 | 0 | 3
Cn1c(=O)c2c(nc3n2CC(c2ccccc2)=NN3CC=Cc2ccccc2)n(C)c1=O | -7 | -4 | 6
CCn1c(=O)n(CC(=O)Nc2ccc3c(c2)CCC3)c2ccccc21 | . | -2 | 0
Cc1ccsc1CN(C)C(=O)CSC(C)C | . | -5 | -4
CN1CCCC(CN2CCN(Cc3cc4n(n3)CCCNC4)CC2)C1 (stereo not given) | . | -7 | 6
COCCN(Cc1cccc2cccnc12)CC1CCCN(C2Cc3ccccc3C2)C1 (stereo not given) | -5 | -1 | 6
O=C(O)C1CCCN1S(=O)(=O)c1cccs1 (stereo not given) | . | 2 | 3
CSCCC(=O)N1CCN(c2nc3nccc(-c4ccc(C5CCCCC5)cc4)n3n2)CC1 | -6 | -2 | 29
CC1(Cc2ccccc2OC(F)(F)F)C(=O)Nc2cc(Cl)ccc21 (stereo not given) | . | -1 | 0
O=C(Nc1ccc(N2CCCN(C(=O)C3CC3)CC2)cc1)c1cncc(Br)c1 | . | -3 | 5
CCC(n1nc(C)cc1C)n1nc(C)cc1C | . | 3 | -5
C=CCN(Cc1ccccc1C)C(=O)Cc1ccc(O)c(Cl)c1 | -17 | -8 | 6
COC(=O)c1sc(NC(=O)COc2ccc(Cl)cc2)nc1C | -9 | -7 | .
CC1=NNc2nc3c(c(=O)n(C)c(=O)n3C)n2C1C (stereo not given) | -1 | -9 | 17
CCOC(=O)N1CCC(N2Cc3cc(C)ccc3OC(c3ccsc3)C2)CC1 (stereo not given) | -10 | -4 | 15
Cc1c(C)n2c3c(=O)n(Cc4ccc(Br)cc4)c(=O)n(C)c3nc2n1Cc1ccco1 | -10 | -8 | 7
c1cc2c(-c3ccc(CN4CCOCC4)cn3)cc(NC3CCCC3)nc2[nH]1 | . | -4 | 4
COc1ccc(CCn2c(SCCO)nc3c2c(=O)n(C)c(=O)n3C)cc1 | . | 5 | -3
CN(C)Cc1ccc(NC(=O)C2CC23CCOCC3)cc1 (stereo not given) | -6 | 1 | 2
CCOc1ccc(-c2cc3c(=O)n(CC(=O)Nc4cc(OC)cc(OC)c4)ncn3n2)cc1 | -10 | -8 | -13
CCOC(C)CN(C)C(=O)C(=O)N1CCCCCC1 (stereo not given) | -3 | 0 | .
C=CCOc1c(Cl)cc(Cl)cc1C=O | -4 | 3 | -3
COc1ccc(C(CC(=O)N2CCN(c3ccc([N+](=O)[O-])cc3)CC2)c2c[nH]c3ccccc23)cc1OC (stereo not given) | -1 | -6 | -4

Continued:
smiles | mcGAS lum | hcGAS lum | NPYLR7 agonist
CCCN(CC(=O)N1CCCC1)CC(F)(F)F | . | -2 | 1
Cc1ccc(-n2[nH]c(-c3ccccc3F)c(-c3ccc(NC(=O)c4ccccc4C)cc3)c2=O)c(C)c1 | -5 | -8 | 14
CN1CCN(c2nc3c(s2)CNCC3)CC1 | -5 | -13 | .
O=C(Cc1cc(Cl)ccc1Cl)NCc1nccs1 | . | -4 | 0
COc1ccc(N2C(=O)CSC2c2cccc(NC(=O)c3cccs3)c2)cc1 (stereo not given) | -8 | -6 | 3
CCCN(C(=O)C(Cl)Cl)C(CC)c1nc2ccccc2c(=O)n1-c1ccc(OC)cc1 (stereo not given) | -4 | -2 | 14
Cc1ccc(OC2(C(=O)NC(C)c3cccnc3)CCNCC2)cc1 (stereo not given) | -13 | -3 | 23
O=C1NCCN(CC(c2ccccc2)c2ccccc2)C1CC(=O)N1CCCCO1 (stereo not given) | . | -6 | -1
Cc1cccc(NS(=O)(=O)c2cc(N)ccc2C)c1 | . | 0 | 1
CC(c1cccs1)N(C)C(=O)Nc1ccc(N2CCCC2)nc1 (stereo not given) | -7 | -12 | 2
Nc1nc(Nc2ccc(Oc3ccccc3)cc2)ncc1[N+](=O)[O-] | . | -9 | 3
Cc1[nH]nc(-c2ccsc2)c1NC(=O)Cc1ccccc1 | -5 | -4 | .
CCCCN(Cc1ccccc1)Cc1nc(Cc2cccc(F)c2)no1 | . | -6 | 19
O=C(c1ccc(Cl)cc1)N(Cc1nccn1Cc1ccc(C(F)(F)F)cc1)C1CC1 | -2 | 0 | -1
COC(=O)c1sc2nc(CN(Cc3ccco3)CC(O)COc3ccc(Cl)cc3)[nH]c(=O)c2c1C (stereo not given) | -2 | 0 | -2
Cc1ccc(NC(=O)CCc2ncc(-c3ccccc3F)o2)c(C)c1 | . | -4 | -1
COc1ccc(C(=O)CSc2nnc(-c3ccco3)n2-c2ccc(F)cc2)cc1 | -3 | -4 | .
CC(=O)Nc1sc2c(c1C(N)=O)CCCCC2 | . | -6 | 0
NCc1cc(-c2ccc(F)cc2F)on1 | . | -6 | -6
COc1ccc(-n2c(SCC(=O)N3CCN(C(=O)c4cccc5ccccc45)C(C)C3)nnc2-c2ccco2)cc1 (stereo not given) | 1 | 1 | -7
Cc1cc(Oc2ccccc2Cl)nc(SCc2cccc(C#N)c2)n1 | -4 | -9 | 21
O=C(Nc1ccc(CC(=O)N2CCc3ccccc32)cc1)N1CCCC1 | . | -7 | 5
CN1C(C)(C)CC(Nc2nc(-c3ccccn3)nc3c2CCNC3)CC1(C)C | . | -13 | 3
CN(C)c1ccc(NC(=O)c2ccccc2Cl)cc1CN(C(=O)c1ccco1)C1CCCCC1 | -3 | -1 | 3
O=C(NCCn1ncc2c(=O)n(Cc3cccc(Cl)c3)cnc21)c1ccc2c(c1)OCO2 | -7 | -3 | -3
O=C(c1ccc2ccccc2c1)N1CCSC1c1cccc(F)c1 (stereo not given) | -5 | -9 | -5
CC(C)OCCNC(=O)c1cc(N2CCc3ccccc3C2)nc2ccccc12 | -2 | -9 | 14
O=C(c1c(Cl)cccc1Cl)N1CCC(Cc2ccc(C(F)(F)F)cc2)CC1 | -5 | -5 | 24
CC(C)(CCl)C(=O)N1CCN(C(=O)CCN2CCc3sccc3C2c2cccc(F)c2)CC1 (stereo not given) | -6 | -2 | 18
O=C(Nc1nc2c(s1)CCCC2)c1ccc([N+](=O)[O-])cc1[N+](=O)[O-] | -6 | -7 | -2
